# Source: PubChem BioAssay (several laboratories)
# C8 TRAIL sens: caspase-8 TRAIL sensitization; NB7+C8 cells + TRAIL, ATPlite viability luminescence; inhibition (viability loss, TRAIL sensitization), % at 10 µM; 360,000 tested, 1% active; AID 624354;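 active means compounds causing at least 50% loss of cell viability in the single-dose screen, relative to plate controls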
# TWEAK Fn14 block: blocks TWEAK-Fn14 interaction in a reporter cell assay; TWEAK-stimulated Fn14 reporter cells, luciferase luminescence, 8 h; inhibition, % at 10 µM; 360,000 tested, 2% active; AID 1159606; in the data active means inhibition above about 50%
# TROY NFkB inh: TROY signaling inhibition | Q293 LMP1-TROYcd NF-kB luciferase reporter, 4 h | AID 1347056 | 360,000 tested, 0.98% active | inhibition, % at 10 µM;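 active means compounds whose plate-normalised and pattern-corrected inhibition of the luciferase reporter signal at the single screening dose is 50% or more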
# LRH-1 inv ag: suppresses constitutive activity of human LRH-1; O00482; HEK293T StAR-luciferase reporter, LRH-1 transfected, 24 h; inhibition, % at 3.6 µM; 360,000 tested, 0.13% active; AID 602396;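 active means inhibition above the mean inhibition of all tested compounds plus 3 SD, cut at about 73% in these data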;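 further: 0% = DMSO wells and 100% = reporter-only cells lacking LRH-1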
# Target sequence (O00482 whole entry, looked up): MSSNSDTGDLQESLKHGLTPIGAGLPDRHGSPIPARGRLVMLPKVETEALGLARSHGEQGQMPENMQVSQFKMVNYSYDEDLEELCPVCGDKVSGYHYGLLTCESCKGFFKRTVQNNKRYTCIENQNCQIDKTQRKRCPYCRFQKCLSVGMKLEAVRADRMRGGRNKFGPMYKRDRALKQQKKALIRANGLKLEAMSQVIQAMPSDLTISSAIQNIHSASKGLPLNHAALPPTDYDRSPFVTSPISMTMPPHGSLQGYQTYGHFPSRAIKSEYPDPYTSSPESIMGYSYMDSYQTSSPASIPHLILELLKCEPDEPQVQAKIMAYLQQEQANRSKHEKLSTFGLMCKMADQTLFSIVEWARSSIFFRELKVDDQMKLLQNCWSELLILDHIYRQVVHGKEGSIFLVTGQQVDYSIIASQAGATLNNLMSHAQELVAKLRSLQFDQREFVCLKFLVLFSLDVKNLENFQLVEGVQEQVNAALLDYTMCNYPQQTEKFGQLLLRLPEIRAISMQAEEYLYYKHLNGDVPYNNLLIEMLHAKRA
# COUP-TFII inh: blocks human COUP-TFII nuclear receptor; HEK293T NGFI-A luciferase reporter, luminescence; inhibition, % at 8.6 µM; 370,000 tested, 0.7% active; P24468; AID 686940;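 active means inhibition above a per-plate cutoff, mean inhibition of test wells between control levels plus 3 SD, cut at about 38% in these data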;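 further: cells cotransfected with COUP-TFII expression vector driving the NGFI-A reporter; 0% = median of COUP-TF2 test wells and 100% = reporter-only cells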
# Target sequence (P24468 whole entry, looked up): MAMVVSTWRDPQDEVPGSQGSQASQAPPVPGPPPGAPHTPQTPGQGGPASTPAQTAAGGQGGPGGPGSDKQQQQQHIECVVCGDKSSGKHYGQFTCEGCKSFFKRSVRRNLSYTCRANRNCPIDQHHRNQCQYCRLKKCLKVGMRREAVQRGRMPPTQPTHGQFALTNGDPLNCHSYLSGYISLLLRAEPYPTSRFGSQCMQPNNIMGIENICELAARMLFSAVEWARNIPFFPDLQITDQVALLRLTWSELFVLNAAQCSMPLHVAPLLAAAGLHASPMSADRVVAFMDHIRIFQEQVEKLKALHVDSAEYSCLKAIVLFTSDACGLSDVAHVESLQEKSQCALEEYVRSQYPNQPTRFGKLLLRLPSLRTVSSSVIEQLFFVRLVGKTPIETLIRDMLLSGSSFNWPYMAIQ
# Shn3 inh set2: Schnurri-3 reporter inhibition in Clone20 osteoblasts; Clone20 osteoblast Shn3 3'UTR firefly luciferase, 24 h; inhibition, % at 12.5 µM; 360,000 tested, 0.52% active;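 active means mean inhibition of at least 75% with every replicate also reaching 75%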;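 further: 0% = median of neutral control wells and 100% = pilot-screen positive control compound; some compounds past the cut are filed as inactive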
# CF NFkB inh: blocks PAF-induced NF-kB reporter in cystic fibrosis cells. KKLEB NF-kB-GFP reporter, GFP fluorescence overnight. inhibition, % at 5 µM. 360,000 tested, 0.86% active. AID 588850;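 active means at least 50% inhibition at 5 µM, scaled per plate between neutral and stimulator controls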;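 further: PAF is a Pseudomonas aeruginosa culture filtrate used as stimulus; plate controls were PAF-stimulated DMSO wells for no effect and unstimulated DMSO wells for full effect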
# LMP1 NFkB inh: Epstein-Barr LMP1 NF-kappaB reporter inhibition; LMP1-induced NF-kappaB luciferase reporter cells, luminescence; inhibition, % at 12.5 µM; 350,000 tested, 0.69% active; AID 504558; in the data active means inhibition above about 41%;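 further: 0% = neutral control wells and 100% = reference inhibitor control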
# KKLEB tox: reduces viability of KKLEB cystic fibrosis airway cells | KKLEB CF airway cells viability, ATPlite luminescence, overnight; active compounds read low; cells stimulated with P. aeruginosa culture filtrate | activity change (cytotoxicity), % at 5 µM | 360,000 tested, 0.36% active | AID 602141;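 active means corrected activity change at or below -50% at 5 µM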
# NCOA3 inh: inhibitors of human steroid receptor coactivator 3 (SRC3). 360,000 tested, 0.17% active. inhibition, % at 3.6 µM. AID 588352. HEK293 GAL4-SRC3 luciferase reporter, luminescence;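 active means inhibition above a per-campaign cutoff, the mean of all compounds plus 3 SD, cut at about 60% in these data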;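 further: 0% = DMSO-treated cells and 100% = gossypol-treated cells at 36 µM; higher means less SRC3-driven luciferase light from the GAL4 reporter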
# NCOA1 inh: human NCOA1 inhibition | AID 588354 | Q15788 | inhibition, % at 3.6 µM | 360,000 tested, 0.12% active | HEK293 GAL4-SRC1 luciferase reporter, luminescence;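 active means inhibition above the campaign mean plus 3 SD, with each screening campaign given its own cutoff, cut at about 60% in these data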;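 further: 0% = DMSO treated cells and 100% = gossypol at 36 µM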
# Active calls of the source: *; nt = not tested or not shown. Not all compounds are listed. The share of hits here may be higher or lower than overall.
Molecule	TROY NFkB inh	COUP-TFII inh	NCOA1 inh	Shn3 inh set2	C8 TRAIL sens	KKLEB tox	TWEAK Fn14 block	LMP1 NFkB inh	LRH-1 inv ag	CF NFkB inh	NCOA3 inh
CC12CC(NC(=O)N1c1cccc(C(=O)Nc3ncn[nH]3)c1)c1ccccc1O2 (stereo unspecified)	6	0	-2	7	-11	-3	13	1	13	14	10
N#CC(Cc1cccc(CC(C#N)(c2ccccc2)c2ccccc2)c1)(c1ccccc1)c1ccccc1	3	8	-7	58	9	-13	-10	6	6	-9	11
Cc1nccc(-c2cccc(NC(=O)c3ccccc3Cl)c2)n1	-11	1	9	0	0	1	27	-11	15	2	3
CCc1nc(SCC(=O)Nc2ccccc2OC)c2c(C)c(C)sc2n1	7	17	-7	21	22	-5	-9	-2	6	9	-13
C=CCNC(=S)NNC(=O)c1cccn(Cc2ccc(Cl)c(Cl)c2)c1=O	2	9	-3	33	10	-9	3	-4	-11	10	7
O=C(COC(=O)c1ccccc1Cc1ccccc1)NC1CCS(=O)(=O)C1 (stereo unspecified)	-6	2	7	-32	-13	4	-7	-4	23	-22	2
O=C(c1ccc(Cl)cc1Cl)N1CCN(c2ccccn2)CC1	5	21	-5	-2	13	8	5	-6	1	-4	-20
CC(C[N+](C)(C)C)OC(=O)C1(c2ccccc2)CCCC1 (stereo unspecified)	-34	-5	2	-13	3	1	3	-8	3	12	20
Cc1ccc(C2(C)NC(=O)N(CC(=O)NCc3cccc(Cl)c3)C2=O)cc1 (stereo unspecified)	6	-9	-14	-10	-6	10	15	5	1	-3	13
COc1ccc(OC)c(S(=O)(=O)N/N=C\c2c[nH]c3ccccc23)c1	11	6	-5	26	16	-20	16	6	27	2	-1
CCOC(=O)N1CCN(S(=O)(=O)c2cc(Br)cnc2N)CC1	-9	17	6	-10	-14	3	-5	-4	6	1	9
CCN(CC)S(=O)(=O)c1cc(C(=O)Nc2cc(C)[nH]n2)ccc1Cl	-42	nt	-59	-55	42	-7	1	3	-67	10	-59
COc1ccc(/C(C)=N/NC(=O)CNC(=O)/C=C\c2ccccc2OC)c(OC)c1	13	-1	-6	-6	-5	-3	-5	-2	8	7	8
O=C(COC(=O)CCCOc1ccc(Cl)cc1Cl)Nc1cccc(Cl)c1	1	-8	3	-11	-11	8	-4	0	14	6	12
NNC(=O)c1sccc1OCc1ccc(Cl)cc1	24	-17	-80	-15	-12	2	-5	-8	4	5	14
Cc1ccc(C(=O)NNC(=S)NC(=O)c2ccc(Cl)cc2)cc1	-37	-26	-8	-12	2	-15	-108	3	7	36	-7
CCn1c(=N)n(CC(=O)C23CC4CC(CC(C4)C2)C3)c2ccccc21	-2	15	6	-16	1	-10	-4	10	22	0	22
Cc1ccc(CCNC(=O)C2CCCN(c3nc4ccccc4o3)C2)cc1 (stereo unspecified)	-7	4	-24	5	3	13	16	4	4	4	9
O=C(CSc1nccc(=O)[nH]1)NCc1ccco1	0	3	-1	nt	-9	-8	-6	0	1	5	1
COc1ccc2nc(NC(=O)c3ccc(NC(=O)C4CCCO4)cc3)sc2c1 (stereo unspecified)	9	-9	-21	-4	2	20	8	11	-23	-20	-8
COc1ccc(-c2ccc(C(=O)NCc3ccco3)c3occc23)c(C)c1	-18	-26	-13	-20	14	-8	4	nt	-16	-1	-40
CN1CCN(C(=O)c2cc(C(C)(C)C)cc(C(C)(C)C)c2)CC1	-1	-9	3	15	-3	-7	4	-6	5	23	-17
O=C(CC1C(=O)NCCN1CCCc1ccccc1)NCCc1ccccc1F (stereo unspecified)	-14	7	1	10	-1	-3	4	2	8	-2	3
Nc1ccccc1SC1CC(=O)N(c2ccc(Cl)c(Cl)c2)C1=O (stereo unspecified)	28	7	-26	69	-8	5	6	-9	0	-24	-5
CC(NS(=O)(=O)c1ccc(Cl)cc1)C(=O)NCc1ccco1 (stereo unspecified)	-16	-14	0	6	21	-1	20	2	21	-1	3

# A draw from above in order of SMILES length, ascending.
Molecule	TROY NFkB inh	COUP-TFII inh	NCOA1 inh	Shn3 inh set2	C8 TRAIL sens	KKLEB tox	TWEAK Fn14 block	LMP1 NFkB inh	LRH-1 inv ag	CF NFkB inh	NCOA3 inh
CCOC(=O)N1CCN(S(=O)(=O)c2cc(Br)cnc2N)CC1	-9	17	6	-10	-14	3	-5	-4	6	1	9
COc1ccc(-c2ccc(C(=O)NCc3ccco3)c3occc23)c(C)c1	-18	-26	-13	-20	14	-8	4	nt	-16	-1	-40
COc1ccc2nc(NC(=O)c3ccc(NC(=O)C4CCCO4)cc3)sc2c1 (stereo unspecified)	9	-9	-21	-4	2	20	8	11	-23	-20	-8

# Carrying on:
Molecule	TROY NFkB inh	COUP-TFII inh	NCOA1 inh	Shn3 inh set2	C8 TRAIL sens	KKLEB tox	TWEAK Fn14 block	LMP1 NFkB inh	LRH-1 inv ag	CF NFkB inh	NCOA3 inh
O=C(Nc1cc(=O)[nH]c(=O)[nH]1)c1cccc(C(F)(F)F)c1	-11	9	-4	-4	5	-7	28	2	-18	-17	1
O=C(O)c1cccc(-c2ccccc2)c1O	-19	5	5	-7	-3	-10	5	-13	5	9	2
O=c1ccc(-c2ccc(S(=O)(=O)Nc3cccc([N+](=O)[O-])c3)s2)n[nH]1	-5	-18	-3	-1	-2	-10	-5	1	-12	2	8
CC(Cc1cnccn1)NC(=O)c1cc(COc2ccc(F)cc2F)on1 (stereo unspecified)	7	10	6	11	-24	4	9	-3	11	-13	4
Cc1ccc(CN2CCC(C)(Oc3ccc(Cl)cc3)C2)cc1 (stereo unspecified)	-2	-1	7	2	7	8	7	nt	23	-20	10
O=C(O)c1cccc2c1/C(=N/Nc1ccc([N+](=O)[O-])cc1[N+](=O)[O-])c1ccccc1-2	7	nt	9	19	-3	9	16	4	6	2	9
CCOC(=O)CNC(=O)CSc1ncnc2c1cnn2-c1ccc(OC)cc1	nt	-9	-5	1	3	5	-1	26	3	8	1
Fc1ccc2cnc(-c3ccccc3)c(-c3ccc(C(F)(F)F)cc3)c2c1	-18	5	2	7	20	-4	-26	-1	-16	-4	10
COC(=O)c1c(NC(=O)CN2CCOCC2)sc2c1CCC(C)C2 (stereo unspecified)	-8	-3	-28	-39	1	-3	7	-20	-25	2	-14
Cc1ccccc1Nc1nc(N)nc(CSc2ccccc2)n1	-13	-34	-116	-121	1	-4	21	-31	-199	5	-83
Cc1ccc(NC(=O)C2CCN(C(=O)c3ccco3)CC2)cc1	-5	-8	-1	-10	-12	9	12	5	-11	-10	10
O=S(=O)(Nc1ccc2oc(-c3ccccc3)nc2c1)c1ccccc1	-49	-16	-3	-35	4	6	4	3	-10	-5	6
COc1ccc(Cn2c(SCc3ccc(C)cc3)nc3cc(OC)c(OC)cc3c2=N)cc1Cl	27	6	-8	26	93*	-94*	-2	90*	22	96*	0
COc1cccc(/C=N/NC(=O)c2ccccc2)c1OS(=O)(=O)c1ccccc1	-29	-4	4	22	4	0	76*	1	-3	-4	8
Cc1ccc(C(=O)Nc2ccn(Cc3ccc(F)cc3)n2)o1	-26	-13	-50	-31	-6	18	-21	-33	-13	-10	-9
Cn1nnc2cc(NC(=O)Nc3cccc(Cl)c3)ccc21	-47	-16	-74	-135	13	7	-17	-28	-80	-4	-82
CN1CCN(NC(=S)Nc2ccc(OC(F)F)cc2)CC1	-2	-12	9	-2	-7	-1	3	-4	-2	13	16
O=C(Oc1oc(-c2ccco2)nc1C=Nc1ccccc1)c1ccoc1	-42	-22	-15	-12	16	-5	13	-10	-7	11	-7
CCOC(=O)/C=C1\SCC(=O)N1Cc1nnc(-c2ccccc2Br)o1	-3	-2	-10	-1	-10	10	-4	-5	-13	2	-2
CN1C(=O)/C(=C/c2cc3c(cc2Br)OCO3)NC1=S	7	-6	-16	-14	0	-6	-20	-5	-4	11	-2
O=C(Nc1ccc(NC(=O)c2ccc(Cl)c(S(=O)(=O)N3CCOCC3)c2)cc1)c1ccccc1	-9	5	-11	9	17	-18	-52	-8	-11	6	-13
NC(=O)NC(Cc1ccccc1)C(=O)O (stereo unspecified)	10	-14	-9	0	0	1	-14	11	2	8	-21
CCC(=O)Nc1ccc(S(=O)(=O)Nc2cccc(C)c2)cc1OC	16	14	0	-11	-16	-6	12	0	0	-25	15
COc1ccc(OC)c(S(=O)(=O)NCc2cc(-c3ccccc3)no2)c1	11	22	-26	11	-12	12	2	3	10	-13	-22
Cc1ccc(C)c(OCCCNCc2ccccc2)c1	-18	-6	1	5	-6	2	-5	1	12	11	12
O=C(COc1ccc([N+](=O)[O-])cc1)Nc1ccccc1N1CCCC1	20	-3	-12	-5	7	1	0	-10	17	2	9
Cc1cc(C(F)(F)F)nc(SCC(=O)c2cccc([N+](=O)[O-])c2)n1	-11	-8	-35	-5	2	16	-21	-5	2	5	-11
Cc1ccc(C(=O)Nc2cccc(S(=O)(=O)N3CCCCC3)c2)cc1S(=O)(=O)N1CCOCC1	31	11	2	59	33	-4	27	4	15	-6	-33
COc1cccc(NC(=O)CCCN2C(=O)C3CC=CCC3C2=O)c1 (stereo unspecified)	-18	-5	7	2	-10	2	-4	-29	24	-21	6
O=S(=O)(Nc1ncnc2sc3c(c12)CCC3)c1cc(F)ccc1F	-9	11	-14	7	1	-4	-2	-4	-17	2	6
COc1cc2nc(SCc3c(C)noc3C)n(CCC3=CCCCC3)c(=O)c2cc1OC	-4	12	1	-15	4	-4	19	25	1	-44	-3
Cc1nc(N2CCN(C(=O)COc3ccccc3)CC2)c2c(C)c(C)sc2n1	39	1	11	30	14	0	50*	8	36	-4	20
CC1(C)CN=c2s/c(=C\c3ccc(Cl)cc3)c(=O)n2C1	49	-20	-29	-18	2	2	21	-16	-4	-16	-38
O=C(NC(CSCc1ccccc1)C(=O)N/N=C/c1ccc(O)cc1O)c1ccc([N+](=O)[O-])cc1 (stereo unspecified)	5	-10	18	91*	3	13	-9	17	6	10	46
CCCOC(=O)c1cc(-c2ccc(C=O)o2)ccc1Cl	-29	-26	-29	-21	-10	-9	-8	-7	-107	1	-43
CCN(CC)C(=O)CN1CCN(c2ncccn2)CC1	0	9	-1	-6	-11	-5	26	-9	-16	4	13
NC(=O)C1CCN(c2oc(-c3ccccc3)nc2S(=O)(=O)c2ccc(Br)cc2)CC1	-8	13	1	0	-11	-12	-4	-2	11	22	8
C=C1CCN(C(C)C(=O)OC)S(=O)(=O)c2ccccc21 (stereo unspecified)	-1	-17	-1	-11	1	18	-9	-1	-7	0	-9
CCCCNC(=O)CSc1nc2ccccc2c(=O)n1Cc1ccc2c(c1)OCO2	-1	8	-11	20	-10	-14	-15	-8	-8	-13	0
Cc1c2n(c3ccccc13)CC/C2=N\O	8	8	10	-24	-19	-6	-3	5	2	14	-2
O=C(NCC(c1cccs1)N1CCOCC1)c1cc(S(=O)(=O)N2CCOCC2)c(Cl)cc1Cl (stereo unspecified)	5	6	-10	-10	-10	-8	-1	-1	0	18	-30
O=C(NCC1CCCO1)c1nnc(Cc2ccc(F)cc2)o1 (stereo unspecified)	-5	-6	-9	4	1	-8	1	16	-17	12	-15
O=C(Nc1c2c(nn1-c1ccc(F)cc1)CS(=O)C2)c1ccc(Br)o1 (stereo unspecified)	-11	-26	11	-6	-40	4	-12	-3	2	2	-1
